High-throughput results deposited in PubChem by Sanford-Burnham Center for Chemical Genomics.
A3G deaminase: APOBEC3G DNA deaminase inhibitors, primary screen, biochemical, fluorescence, single-stranded DNA substrate, uHTS | DNA dC->dU-editing enzyme APOBEC-3G (Homo sapiens), Q9HC16 | recombinant A3G, ssDNA deamination FAM/TAMRA fluorescence | inhibition, % at 20 µM | actives 0.28% (n = 330,000) | AID 493012, 2011;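 active means inhibition of at least 40% at 20 µM, with no more than 30% in the related APOBEC3A deaminase screen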;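 further: plate controls were DMSO wells with A3G for no effect and wells lacking A3G enzyme for full effect; some compounds called inactive have numbers as strong as hits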
Target sequence (Q9HC16 whole entry, looked up): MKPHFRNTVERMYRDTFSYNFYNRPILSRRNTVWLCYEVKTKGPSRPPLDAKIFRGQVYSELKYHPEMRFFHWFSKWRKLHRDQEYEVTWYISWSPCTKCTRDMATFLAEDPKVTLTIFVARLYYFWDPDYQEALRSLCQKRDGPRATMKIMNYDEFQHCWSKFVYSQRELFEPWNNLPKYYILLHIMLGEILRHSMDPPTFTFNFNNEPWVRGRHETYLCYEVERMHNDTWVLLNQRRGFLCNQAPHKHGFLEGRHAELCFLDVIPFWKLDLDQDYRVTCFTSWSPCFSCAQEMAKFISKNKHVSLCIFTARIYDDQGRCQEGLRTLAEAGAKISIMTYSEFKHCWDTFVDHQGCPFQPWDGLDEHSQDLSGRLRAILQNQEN
MIN6 prolif: inducers of MIN6 beta-cell proliferation, primary screen, ATP luminescence, uHTS; MIN6 cells proliferation, ATPlite luminescence, 48 h; cells starved in 0.2% serum; 100% = growth in 10% serum; proliferation, % at 10 µM; actives 0.29% (n = 330,000);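 active means compounds whose signal lies at least 3.5 SD above the mean of all wells on their plate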;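 further: 0% = DMSO-treated cells in low-serum medium and 100% = 10% serum control; some compounds called inactive have numbers as strong as hits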
APOBEC3A inh: APOBEC3A ssDNA deaminase inhibitors, primary screen, selectivity assay for APOBEC3G inhibitor project, biochemical, FAM/TAMRA oligo cleavage fluorescence; DNA dC->dU-editing enzyme APOBEC-3A (Homo sapiens), P31941; recombinant A3A, FAM/TAMRA ssDNA deamination fluorescence; inhibition, % at 20 µM; actives 0.41% (n = 330,000); AID 493011, 2011;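 active means at least 40% inhibition at 20 µM here, with at most 30% in a related deaminase screen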;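 further: plate controls were A3A with DMSO for no effect and wells lacking A3A enzyme for full effect; some results filed as inactive read as strong as hits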
mIAP block: inhibitors of mouse IAP, primary screen, biochemical, luminescence, uHTS; intestinal alkaline phosphatase [Mus musculus]; purified mouse IAP, CDP-Star luminescence, 30 min; inhibition, % at 10 µM; actives 0.2% (n = 330,000);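 active means inhibition of at least 40% at 10 µM in the primary screen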;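 further: plate controls were DMSO with enzyme for no effect and no enzyme wells for full effect; values of inactives mirror those of a sister screen read the other way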
MPTP block: mitochondrial permeability transition pore inhibitors, primary screen, biochemical, isolated mouse mitochondria, absorbance; Ca2+ swelling absorbance, 30 min; inhibition, % at 10 µM; actives 1.4% (n = 360,000); AID 602449, 2012;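 active means inhibition of 50% or more, scaled per plate between neutral and stimulator controls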;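 further: 0% = DMSO wells given calcium and 100% = 1 mM EGTA wells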
hIAP inh: human IAP inhibitors, primary screen, biochemical, luminescence, uHTS. Intestinal-type alkaline phosphatase (Homo sapiens), P09923. purified IAP, CDP-Star luminescence, 30 min. inhibition, % at 10 µM. actives 0.12% (n = 330,000);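 active means inhibition reaching a set limit with compound at 10 µM in the primary screen, cut at about 35% in these data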;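 further: plate controls were DMSO wells with enzyme for no effect and no-enzyme buffer wells for full effect; values of inactives mirror those of a sister screen read the other way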
Target sequence (P09923 whole entry, looked up): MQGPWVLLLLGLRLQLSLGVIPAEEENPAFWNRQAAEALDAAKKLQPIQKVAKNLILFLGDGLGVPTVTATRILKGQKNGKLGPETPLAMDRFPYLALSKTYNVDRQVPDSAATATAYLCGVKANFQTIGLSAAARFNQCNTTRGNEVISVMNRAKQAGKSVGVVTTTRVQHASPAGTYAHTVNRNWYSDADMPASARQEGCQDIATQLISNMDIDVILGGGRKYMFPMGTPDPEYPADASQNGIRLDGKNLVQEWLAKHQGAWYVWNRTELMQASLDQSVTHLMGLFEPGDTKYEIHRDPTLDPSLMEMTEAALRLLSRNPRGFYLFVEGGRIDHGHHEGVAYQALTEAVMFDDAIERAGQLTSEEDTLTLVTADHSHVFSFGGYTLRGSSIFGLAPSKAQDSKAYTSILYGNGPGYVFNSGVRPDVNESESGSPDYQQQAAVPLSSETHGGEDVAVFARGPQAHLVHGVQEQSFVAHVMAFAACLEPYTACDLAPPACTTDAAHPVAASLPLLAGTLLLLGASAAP
mIAP act: activators of mouse IAP, primary screen, biochemical, luminescence, uHTS. activation factor at 10 µM. intestinal alkaline phosphatase [Mus musculus]. muIAP, CDP-Star luminescence, 30 min; stronger effect = higher value; 1 = vehicle-only enzyme signal, 0 = enzyme-free wells. actives 0.24% (n = 330,000). AID 2805, 2010;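 active means activation factor of at least 2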; further: the source names both 10 and 20 µM as test concentration; values of inactives mirror those of a sister screen read the other way
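System: mouse IAP enzyme. Reagent: CDP-Star chemiluminescent phosphatase substrate. Benchmarks: DMSO wells, no-enzyme wells. Times: 30 min enzyme-substrate-compound incubation at room temperature. Detection: luminescence from enzymatic CDP-Star hydrolysis. Doses: test compounds delivered from DMSO solution.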
GRIN3A LBD mod: binders of NR3A ligand-binding domain, primary screen, biophysical, differential scanning fluorimetry, uHTS; NR3A LBD differential scanning fluorimetry, Tm shift; 0% = protein alone, 100% = glycine-bound protein; Tm shift relative to glycine control, % at 25 µM; actives 2.5% (n = 340,000); AID 1259313, 2017;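 active means melting temperature shift of at least 10% of the positive control shift, at one fixed dose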
hIAP act: human IAP activators, primary screen, biochemical, luminescence, uHTS | actives 0.16% (n = 330,000) | activation factor at 10 µM | purified human IAP, CDP-Star luminescence, 30 min; stronger effect = higher value; 1 = vehicle-only enzyme, 0 = enzyme-free background;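 active means activation factor of the enzyme at least 2-fold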; further: the source names both 10 and 20 µM as test concentration; values of inactives mirror those of a sister screen read the other way
An asterisk follows results filed as active; . = not tested or not shown.

Compound	A3G deaminase	MIN6 prolif	APOBEC3A inh	mIAP block	MPTP block	hIAP inh	mIAP act	GRIN3A LBD mod	hIAP act
CCOC(=O)c1ccc(-n2c(CCC(=O)O)ccc2-c2ccc(F)cc2)cc1	0	-2	3	4	0.5	-12	0.96	0	1.1
COc1cccc(S(=O)(=O)Nc2cccc(C(=O)N3CCCC3)c2)c1	-5	-3	-2	-1	-0.3	-45	1	1	1.5
O=C(O)CCc1ccc(-c2ccccc2)n1-c1cccc(O)c1	-7	-2	-3	-9	0.1	2	1.1	0	0.98
Cc1[nH]c2ccccc2c1C(=O)COC(=O)C(C)C	-2	0	4	3	-1.3	-11	0.97	-1	1.1
O=C(CN1CCCc2ccccc21)N/N=C/c1ccccc1	-2	1	0	15	0.7	13	0.85	-1	0.87
O=C(CSc1ccccc1)Nc1ccncc1	-4	-2	-1	6	2.1	14	0.94	-2	0.85
C[C@@H](C(=O)NCC1CC1)[C@H]1C[C@]1(C)[C@H](NC(=O)OCc1ccccc1)c1ccccc1	-13	-5	-3	-12	0.0	-11	1.1	1	1.1
CC(=O)OCCNC(=O)c1cc2ccccc2oc1=O	-4	1	-5	-3	0.9	3	1	-2	0.97
CCOC(=O)N1CCN(C(=O)c2ccc3c(=O)n(CCC4=CCCCC4)c(=S)[nH]c3c2)CC1	-2	-3	-3	9	-0.5	-22	0.91	-5	1.2
COc1ccc(CN2CCNC(=O)C2CC(=O)N(C)CCC2CCOCC2)c(OC)c1 (stereo unspecified)	-6	-3	-6	1	-2.0	32	0.99	0	0.68
CN([C@@H](C(=O)OC(C)(C)C)c1ccccc1)S(=O)(=O)c1cccc(S(=O)(=O)N(C)[C@@H](C(=O)OC(C)(C)C)c2ccccc2)c1	8	-4	-4	1	1.7	-15	0.99	0	1.2
Nc1cccc(-c2nc3ccc(C(=O)c4ccccc4)cc3[nH]2)c1	-5	-5	-7	-3	1.8	8	1	5	0.92
CCN1CCCC1CNC(=O)Cn1nc(C)n2c(cc3cc(C)ccc32)c1=O (stereo unspecified)	14	0	-1	-1	-0.5	18	1	-3	0.82
CC1(C)NC(=O)N(CC(=O)OCC(=O)NC(=O)c2ccccc2)C1=O	-3	3	30	8	-1.6	-15	0.92	2	1.1
C=CCOC(=O)C1=C(C)NC(=O)NC1c1ccc2c(c1)OCO2 (stereo unspecified)	-11	0	-5	-5	-0.4	-21	1.1	0	1.2
Cc1ccc(C(=O)OC2CCCN(C)C2)cc1 (stereo unspecified)	-2	1	-2	-3	0.3	18	1	-1	0.82
Cc1nc2c(s1)sc1ccccc12	-2	-2	0	4	-1.1	-11	0.96	-2	1.1
COc1ccc(C(=O)n2nc(C)cc2C)cc1OC	-1	-2	1	0	-2.0	-5	0.99	1	1.1
COc1ccc(Cn2c(C)c(C)c(C#N)c2NC(=O)Nc2cccc(Cl)c2)cc1	-5	0	-3	-69	74*	-8	1.7	-4	1.1
CC(=O)c1ccc(N=Nc2ccc(N)cc2)cc1	1	-4	5	21	2.2	16	0.79	-10	0.84
CCOCCOC(=O)C1=C(C)NC2=C(C(=O)CC(c3cccs3)C2)C1c1ccsc1 (stereo unspecified)	-2	-2	3	-13	3.1	-10	1.1	-22	1.1
Cc1[nH]c2ccccc2c1C(=O)C(C)OC(=O)c1ccc(Cl)nc1 (stereo unspecified)	-2	2	1	-6	-1.6	-5	1.1	-5	1.1
COc1ccc(CC(=O)N2CCc3cc(OC)c(OC)cc3C2O)cc1OC (stereo unspecified)	2	-1	1	-9	-0.5	-19	1.1	10*	1.2
CC(=O)c1cccc(NC(=O)C(C)N(C)CC(=O)Nc2ccc(Cl)cc2)c1 (stereo unspecified)	0	-3	-1	-9	5.6	4	1.1	-3	0.96
CN(C)C(=O)c1cn(-c2ccccc2)nc1-c1cccc([N+](=O)[O-])c1	0	0	3	6	-0.1	14	0.94	4	0.86
CCOC(=O)C(C)NC(=O)Cn1ncc2c(=O)oc3ccc(C)cc3c21 (stereo unspecified)	-2	0	-2	8	0.8	-8	0.92	0	1.1
CSc1ccccc1-c1nnc(-c2ccc(C)cc2)o1	-2	-3	1	2	-0.8	-14	0.98	1	1.1
Cc1cc(C)c(C)c(S(=O)(=O)N2CCC(C(=O)Nc3ccc(S(=O)(=O)N4CCOCC4)cc3)CC2)c1C	4	-6	41*	-24	4.8	-13	1.2	19*	1.1
CCOC(=O)N1CCN(S(=O)(=O)c2ccc(C)c([N+](=O)[O-])c2)CC1	-5	0	-2	-2	0.7	-13	1	-1	1.1
O=C(Cc1ccc([N+](=O)[O-])cc1)Nc1ccc2c(c1)OCO2	-2	1	1	3	0.4	15	0.97	1	0.85
CC1(C)Cc2c(c(-c3ccccc3)[nH]c(=O)c2C#N)CS1	-5	1	-4	-18	-1.1	3	1.2	0	0.97
Cc1csc(NC(=O)c2ccco2)c1C(=O)c1ccccc1	-8	-2	-3	-3	2.2	4	1	4	0.95
Cc1cc(N(C)C)c(C#N)c(=O)[nH]1	3	0	0	-2	1.4	8	1	1	0.92
C/C=C(\CS(=O)(=O)c1ccccc1)S(=O)(=O)c1ccccc1	1	0	12	1	-1.3	0	0.99	-2	1
CCc1nc2ccccc2c(C(=O)Oc2cccc3cccnc23)c1C	0	-5	3	11	2.9	4	0.89	-6	0.96
CCNc1nc(SCCOc2ccc(C)cc2)nc(N(C)C)n1	-4	-2	1	-3	3.9	-5	1	5	1.1
CC1=Nc2cc(C(=O)N3CCCCC3)ccc2Sc2ccc(C)cc21	0	-2	-3	2	-1.4	12	0.98	-2	0.88
Cc1c(CC(=O)NCCCO)c(=O)oc2cc3c(cc12)CCC(C)(C)O3	0	0	2	4	0.3	-13	0.96	1	1.1
COc1ccc(C(=O)/C=C/c2cccc(OCc3ccccc3)c2)cc1CSCC(=O)O	-7	-7	-5	10	5.8	-8	0.9	1	1.1
O=C(COC(=O)c1ccc(F)cc1Cl)Nc1cccc(S(=O)(=O)N2CCOCC2)c1	-3	-4	0	-6	0.5	-6	1.1	0	1.1
CCc1ccc(N/C(=N/c2nc(C)cc(C)n2)NC(C)=O)cc1	-4	1	2	11	2.0	-2	0.89	2	1
O=C(CCc1ccc(S(=O)(=O)N2CCOCC2)cc1)N1CCCC1	-2	-2	1	-3	-0.3	3	1	-1	0.97
CCN(CC)NC(=S)Nc1ccccc1	-4	-1	8	-1	2.5	0	1	2	1
Cc1cccc(C(=O)NCC(=O)N2CCN(S(=O)(=O)c3ccc4c(c3)OCCO4)CC2)c1	-5	-4	3	3	-0.5	1	0.97	0	0.99
c1cc(Nc2cccc3nccnc23)c2nccnc2c1	-5	0	1	13	0.5	-5	0.87	0	1
Cc1cc(-n2cnc(-c3cn(C)nc3C)n2)no1	-1	-1	1	-4	0.8	-3	1	-1	1
O=C(NNC1=C(C(=O)C(F)(F)F)CCC1)c1cccnc1	-6	-1	-4	14	-1.5	-30	0.86	1	1.3
COc1ccccc1/C=C1\SC(=O)N(CC(=O)NCCCn2ccnc2)C1=O	-1	-1	-2	-2	-0.3	-23	1	-1	1.2
O=C(NC(=S)Nc1cccnc1Cl)c1ccc(F)cc1	-3	0	-1	-5	1.6	-6	1	2	1.1
COc1ccc(C(=O)C2CCCN(C(=O)CCc3ccccn3)C2)c(C)c1 (stereo unspecified)	-8	-3	1	6	2.8	-7	0.94	0	1.1
CN(C)CCCNc1oc(-c2ccccc2Cl)nc1S(=O)(=O)c1ccccc1	7	-4	4	4	-0.7	8	0.96	0	0.92
Cc1ccc(S(=O)(=O)CCC(=O)Nc2ccc(Br)cc2)cc1	-4	0	2	-14	1.0	-2	1.1	1	1
CC(C)c1ccccc1NC(=O)c1ccc(CN(c2ccccc2)S(=O)(=O)c2ccccc2)cc1	1	-2	3	1	.	13	0.99	.	0.87
O=C(Nc1ncccn1)c1ccc(Cl)c([N+](=O)[O-])c1	-2	1	-2	5	1.2	6	0.95	4	0.94
Cc1ccc(-n2ncc3c2CC(C)(C)CC3NC(=O)c2cc[n+]([O-])cc2)cc1 (stereo unspecified)	0	-6	0	4	0.7	-18	0.96	-1	1.2
c1ccc2c(c1)oc1c(NCCCN3CCOCC3)ncnc12	-5	-1	-1	2	5.5	4	0.98	0	0.96
COCCNC(=O)C1CCN(Cc2cccc(OCc3ccccc3)c2)CC1	-5	-2	-5	1	-0.1	-26	0.99	2	1.3
O=C(/C=C/c1ccc2c(c1)OCO2)NCc1ccco1	7	1	4	-12	0.6	-3	1.1	-11	1
COc1ccc(NC(=S)NNC(=O)CCn2cc([N+](=O)[O-])cn2)cc1	-8	-2	-5	6	1.9	-106	0.94	2	2.1*
Cc1ccc(C)c(C(=O)OCC(=O)Nc2cccc(S(=O)(=O)NC3=NCCCCC3)c2)c1	-11	-2	0	-22	1.5	-2	1.2	-2	1

(more compounds)
Compound	A3G deaminase	MIN6 prolif	APOBEC3A inh	mIAP block	MPTP block	hIAP inh	mIAP act	GRIN3A LBD mod	hIAP act
CCCc1nnc(SCc2ccc(OC)cc2)n1N	-6	0	-7	5	-0.4	-8	0.95	1	1.1
CCOC(=O)C1CCN(C(c2cc3cc(C)cc(C)c3[nH]c2=O)c2nnnn2C2CCCCC2)CC1 (stereo unspecified)	-6	-3	-3	16	-1.2	-4	0.84	1	1
O=C(Nc1ccc(C(=O)N2CCOCC2)cc1)c1cccs1	-6	-1	-3	4	0.1	-3	0.96	-1	1
COc1cc(NC(=O)CCc2nnc3ccc(N4CCC(C)CC4)nn23)cc(OC)c1	14	-3	1	-8	0.0	32	1.1	-1	0.68
CCOc1ccc(NC(=S)Nc2ccccc2C2(C)CC2)cc1	-2	-6	4	0	26	-13	1	-7	1.1
O=C(N/N=C/c1cn(-c2ccccc2)nc1-c1cccnc1)c1cccnc1	-9	0	0	2	-3.6	-15	0.98	1	1.2
CS(=O)(=O)NCCOc1ccc(S(=O)(=O)NCCOc2ccccc2)cc1	-6	-2	-2	-2	-1.6	0	1	-1	1
O=C(O)/C=C/C(=O)Nc1ccc(OC(F)F)cc1	-9	4	-1	-11	0.7	-11	1.1	0	1.1
CCOC(=O)c1c(NC(=S)N2CCN(C)CC2)sc2c1CCN(C(=O)OCC)C2	-6	-4	-2	7	2.5	-7	0.93	-2	1.1
